Compound activity (PubChem BioAssay)
hgDAF-12 ag: hgDAF-12 agonism, primary luciferase screen; HEK293 GAL4-hgDAF12 UAS-luciferase reporter, agonist luminescence; normalized to butyrate control; activation, % at 6.8 µM; 1.8% of 370,000 active; AID 687014;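 active means activation above a cutoff set at the mean of all screened compounds plus 3 SD, cut at about 10% in these data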;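 further: 0% = DMSO wells and 100% = sodium butyrate wells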
SMARCA2 act: increases SMARCA2 function in MMTV reporter cells; MG213 cells, MMTV-luciferase reporter, dexamethasone, overnight; activation, % at 9.1 µM; 1% of 370,000 active; AID 652017; in the data active means activation above about 7.8%;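 further: 0% = vehicle wells and 100% = reference activator wells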
DAX1 inh-1: NR0B1 (DAX1) inhibition | 0.99% of 340,000 active | AID 504766 | P51843 | inhibition, % at 6.75 µM | HEK293 Gal4-DAX1 luciferase reporter, luminescence;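 active means inhibition above the mean over all tested compounds plus 3 SD, cut at about 4.2% in these data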;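 further: 0% = DAX1-transfected cells with DMSO and 100% = empty-vector control cells with DMSO; inhibition shows as a rise in luminescence from relieved DAX1 repression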
NPR1 activator: GC-A (human) enzyme activation. P16066. HEK293 GC-A cells, cGMP TR-FRET, EC30 ANP; 0% at EC30 ANP, 100% saturating ANP. activation, % at 10 µM. 0.14% of 370,000 active. AID 1671463; in the data active means activation above about 40%
KLK7 zymogen act: proKLK7 (human) activation, primary screen; P49862; purified proKLK7, EDANS-DABCYL substrate fluorescence; 100% is mature enzyme control, 0% vehicle; activation, % at 7 µM; 0.9% of 370,000 active;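 active means activation above the mean of all tested compounds plus 3 SD, computed per campaign excluding outliers beyond control limits, cut at about 13% in these data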
GC-B act: GC-B (human) receptor activation; P20594; HEK293-GC-B cells, CNP EC30, cGMP TR-FRET; 0% at EC30 CNP, 100% saturating CNP; activation, % at 10 µM; 0.11% of 370,000 active; AID 1920062;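 active means activation at 10 µM reaching about 35% in either raw or pattern-adjusted values, limit read from the data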
Target sequence (P20594 whole entry, looked up): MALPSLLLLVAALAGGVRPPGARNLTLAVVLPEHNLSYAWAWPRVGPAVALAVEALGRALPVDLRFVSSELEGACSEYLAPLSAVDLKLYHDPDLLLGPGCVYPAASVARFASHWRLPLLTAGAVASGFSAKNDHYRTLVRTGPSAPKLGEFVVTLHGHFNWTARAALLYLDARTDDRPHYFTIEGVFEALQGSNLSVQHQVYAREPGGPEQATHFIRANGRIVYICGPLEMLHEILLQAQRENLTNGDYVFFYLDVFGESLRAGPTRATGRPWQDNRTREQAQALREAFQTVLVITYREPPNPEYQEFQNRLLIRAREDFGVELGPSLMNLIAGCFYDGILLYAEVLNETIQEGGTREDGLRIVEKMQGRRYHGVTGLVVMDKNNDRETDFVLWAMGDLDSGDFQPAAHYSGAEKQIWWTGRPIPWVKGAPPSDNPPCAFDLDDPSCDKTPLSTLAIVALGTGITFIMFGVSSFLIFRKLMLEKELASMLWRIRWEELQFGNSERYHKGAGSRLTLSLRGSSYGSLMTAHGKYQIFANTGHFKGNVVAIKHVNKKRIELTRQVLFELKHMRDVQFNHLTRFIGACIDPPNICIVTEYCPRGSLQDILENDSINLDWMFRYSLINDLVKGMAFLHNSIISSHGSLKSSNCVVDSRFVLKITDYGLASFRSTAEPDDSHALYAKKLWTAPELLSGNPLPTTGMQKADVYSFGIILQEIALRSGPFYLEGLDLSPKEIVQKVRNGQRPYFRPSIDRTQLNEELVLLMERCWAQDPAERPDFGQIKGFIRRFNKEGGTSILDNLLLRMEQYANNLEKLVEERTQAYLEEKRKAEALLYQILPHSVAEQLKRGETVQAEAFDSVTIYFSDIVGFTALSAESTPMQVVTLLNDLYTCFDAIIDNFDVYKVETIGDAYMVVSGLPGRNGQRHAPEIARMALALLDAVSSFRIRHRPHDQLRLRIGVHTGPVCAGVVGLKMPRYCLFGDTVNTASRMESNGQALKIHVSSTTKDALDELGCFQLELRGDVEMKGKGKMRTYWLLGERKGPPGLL
sPLA2-III inh: Inhibits HGIII-sPLA2 liposome hydrolysis, primary screen. AID 743126. inhibition, % at 12.2 µM. Q9NZ20. QFRET BODIPY PC-A2 liposome hydrolysis, fluorescence. 0.56% of 370,000 active;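 active means inhibition above mean plus 3 SD of compounds lying within the high and low control bounds, cut at about 19% in these data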;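 further: 0% = median of test compound wells and 100% = no enzyme DMSO wells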
ssDAF12 agonist: S. stercoralis DAF-12 activation, primary screen | HEK293 ssDAF-12/GRIP1 lit1-tk-luc reporter, luminescence; % of 3 µM dafachronic acid response | activation, % at 6.8 µM | AID 652126 | 1% of 370,000 active;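 active means activation above the mean over all tested compounds plus 3 SD, cut at about 0.9% in these data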;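 further: 0% = DMSO-only wells and 100% = 3 µM delta7-dafachronic acid wells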
FXN GAA850 act: increases GAA850 frataxin promoter reporter activity; AID 540364; activation, % at 6 µM; 0.56% of 360,000 active; HEK293 lucGAA850 FXN promoter luciferase reporter, 24 h; percent of 10 µM SAHA response;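 active means activation above the average of all compounds screened plus 3 SD, cutoff fixed separately per campaign, cut at about 7.5% in these data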;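 further: 0% = DMSO wells and 100% = 10 µM SAHA wells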
DAX1 inh-2: DAX1 (NR0B1) inhibition, primary screen; HEK293T StAR-luciferase reporter, SF-1/DAX-1 repression relief; inhibition, % at 6.8 µM; 1.1% of 370,000 active; AID 652010;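 active means inhibition above the mean over all tested compounds plus 3 SD, cut at about 3.6% in these data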;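 further: 0% = DAX-1 cells with DMSO and 100% = cells lacking DAX-1 with DMSO; higher inhibition means more luminescence from relief of DAX-1 repression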
hcDAF-12 act: H. contortus DAF-12 activation, primary screen. activation, % at 6.8 µM. HEK293 hcDAF-12 lit1-tk-luc reporter, luminescence; 0% DMSO, 100% Δ7-dafachronic acid. AID 652067. 1.4% of 370,000 active;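 active means activation above the mean of all tested compounds plus 3 SD, cut at about 5.5% in these data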;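 further: 100% = response to 3 µM Δ7-dafachronic acid high control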
Starred values were filed as active, the others as inactive; . = no result given. The order is random. Share with any hit: about 6.7%.

SMILES	hgDAF-12 ag	SMARCA2 act	DAX1 inh-1	NPR1 activator	KLK7 zymogen act	GC-B act	sPLA2-III inh	ssDAF12 agonist	FXN GAA850 act	DAX1 inh-2	hcDAF-12 act
CCCCn1c(SCC(=O)c2ccccc2)nc2c1c(=O)[nH]c(=O)n2C	0.3	3	-0.4	2	-0.1	-6	-12	-0.8	-1.1	0.7	-0.7
COc1ccc(-c2csc(N(CCCN3CCOCC3)C(=O)c3ccco3)n2)cc1	-4.6	1	-2.4	1	-0.3	-1	-14	-2.6	1.9	-2.7	-3.1
Clc1ccc(-c2[nH]ncc2N=Nc2ccccc2)cc1	-2.1	-2	0.5	1	0.3	-9	-27	-1.1	-0.6	-0.7	0.1
CSc1ccccc1C(=O)N(C)C(c1ccccc1)c1ccccc1	0.1	1	-0.5	-12	0.2	-13	-1	-1.3	-1.1	-0.3	-0.7
CSc1nnc(C)c(/C=C/Nc2ccc(F)cc2)n1	-2.8	0	0.7	.	0.1	.	1	-0.9	3.7	-0.6	2.5
CCN(CC)CC(=O)N1N=C(c2cccs2)CC1c1ccco1 (stereo unspecified)	0.4	0	-0.5	-5	1.0	-9	-1	-0.4	2.5	-0.5	-1.2
NS(=O)(=O)c1cnccc1NCCc1ccccc1	1.4	0	.	-4	0.2	6	-6	-1.9	0.6	0.5	-1.4
COc1ccc(N2CSC3=C(C#N)C(c4cccc(OC)c4OC)CC(=O)N3C2)cc1 (stereo unspecified)	-0.1	0	0.8	4	-0.8	-5	-6	-0.8	-1.3	0.8	1.5
Cc1nc(C)n(CC(O)COc2ccc(C(=O)c3ccccc3)cc2)n1 (stereo unspecified)	0.7	-7	-1.5	4	0.4	0	0	-1.1	1.7	-0.6	2.0
COc1cc(C(=S)N2CCCCC2)ccc1OCC(=O)Nc1ccccc1Cl	3.0	-1	-1.4	1	0.4	5	1	-0.9	1.3	0.6	-0.8
CNC(=O)COc1coc(CN2CCN(c3ccc(F)cc3)CC2)cc1=O	-1.6	0	1.3	3	0.2	3	6	-0.9	-0.3	-0.1	-1.5
CCOc1ccc2nc(NS(=O)(=O)c3ccc(NC(C)=O)cc3)sc2c1	-1.3	0	-0.4	-2	0.6	1	-39	-0.6	1.2	0.1	-0.5
COc1ccc(C(=O)OCC(=O)NC2CC2)cc1	1.0	0	0.6	2	0.0	5	3	-0.6	-0.5	0.7	-0.8
CCn1c(SCC(=O)N2CCCC2)nc2ccccc2c1=O	-0.5	0	-0.3	4	0.2	7	-2	-0.4	-1.5	-0.2	-0.2
COc1ccc(S(=O)(=O)Nc2ccccn2)c(C)c1C	3.5	-3	-0.1	4	0.6	4	13	-1.0	-0.2	0.1	-1.6
CN1CCN(C(CNC(=O)c2ccc(Br)o2)c2ccc(F)cc2)CC1 (stereo unspecified)	1.6	0	0.4	-6	-0.4	-6	-5	-1.1	0.9	-0.2	-1.0
O=C(Nc1nc(-c2ccccc2)cs1)C1COc2ccccc2O1 (stereo unspecified)	2.8	0	0.2	-1	0.2	-11	-10	-1.4	-0.6	0.1	-1.4
COc1cc(C(=O)N2CCC(C(=O)Nc3cccc(C(C)=O)c3)CC2)cc(OC)c1OC	-0.9	-3	-0.1	-1	0.1	2	2	-0.9	2.4	0.2	-1.1
Cc1nc(NC(=O)c2ccccc2)sc1Cc1ccc2c(c1)OCO2	6.8	2	1.2	5	-2.7	0	-14	-2.1	2.9	-0.7	-1.8
COc1ccc(S(=O)(=O)N(C)C[C@@H]2OCCCC[C@@H](C)Oc3ccc(NS(=O)(=O)c4cccs4)cc3C(=O)N([C@H](C)CO)C[C@@H]2C)cc1	-0.6	-4	-0.2	2	0.7	7	-22	-1.5	-2.7	2.5	-0.7
N#Cc1ccc(C23CC4(C2)[C@H](CN(Cc2ccc(C(F)(F)F)cc2)[C@@H]4c2ccccc2)C3c2ccc(Cl)nc2)cc1 (stereo partly specified)	1.4	0	.	-1	-0.1	-7	-3	-1.4	.	0.5	-0.9
O=C(NC1CCCCCC1)C(Cc1ccccc1)n1cccc1 (stereo unspecified)	0.8	-1	-2.4	3	0.2	-2	-37	-1.4	3.6	-0.4	-0.1
COc1ccc([C@H]2CC(=O)C=C(c3ccc(O)cc3)C2)cc1OC	-3.7	1	0.2	2	-0.2	-2	-17	-1.4	1.6	-0.7	-2.4
Cc1ccc(NC(=O)Cc2c(O)c3ccccc3[nH]c2=O)c(C)c1	3.7	5	1.6	2	0.2	-3	5	-0.7	1.5	0.7	0.3
CC(C)Cn1c(SCC(=O)c2ccc(Cl)s2)nnc1-c1ccco1	0.7	-3	-0.1	-8	0.5	-5	-57	-1.4	1.7	-1.1	-2.2
COc1ccc(-c2nn(-c3ccccc3)cc2N)cc1	16*	1	1.6	3	-3.5	-2	-5	0.0	2.3	5.3*	3.7
Cc1ccc[n+](CC(=O)/C=C2\N(C)c3ccccc3C2(C)C)c1	-9.3	-7	-2.4	0	0.1	-6	0	-2.0	1.4	-1.9	-4.2
Cc1ccccc1Cn1cnc2c(cnn2C(C)(C)C)c1=O	-1.4	-1	-0.6	7	0.0	9	2	-1.7	4.2	-0.7	-0.3
O=C(O)CNS(=O)(=O)c1ccc(C2CCCCC2)cc1	-4.2	-3	1.2	-2	1.1	1	2	-1.3	0.8	0.2	0.2
CCCCC(=O)NC(=S)NNC(=O)c1ccc(OC)cc1	3.6	-3	0.6	2	-0.2	6	3	-1.5	-2.9	-0.6	-1.8
CCCSc1nc(O)c(C2OC(=O)c3c2ccc(OC)c3OC)c(=O)n1-c1ccccc1 (stereo unspecified)	-1.4	0	0.0	7	0.0	6	-2	-0.9	-1.1	0.1	-1.2
CCOC(=O)c1ccc(NC(=O)Cn2nnc(-c3ccc(F)cc3)n2)cc1	0.1	-4	-0.4	1	-0.5	4	-8	-1.6	-0.1	-1.0	-0.5
CN1CCN(C(=O)c2ccc(C(C)(C)C)cc2)CC1	-1.1	-3	0.2	-5	0.6	6	8	-1.3	-1.2	-1.6	-0.8
CC(=O)N1c2ccccc2C2CCCC[C@@H]21 (stereo partly specified)	0.5	-1	0.0	1	0.4	4	3	-0.7	0.1	0.8	-0.7
COc1ccc(NC(=O)c2cccc3c(-c4ccc(OC)cc4C)coc23)cc1	-5.1	-6	.	1	-1.3	1	-5	-1.3	0.7	-2.9	-3.9
Cc1cc(Br)cn2c(Cc3ccccc3)c(-c3ccc(F)cc3)nc12	0.4	2	.	2	0.9	3	-15	-0.8	.	0.2	1.7
COC(=O)C1=C(C)N(Cc2ccccc2)C(=O)N[C@H]1c1ccco1	0.4	0	0.7	2	0.1	2	8	-1.4	0.6	-0.2	-2.3
CC(=O)Nc1cc2ccc(OC(C)=O)cc2oc1=O	-2.9	0	0.6	-1	383*	2	-4	-1.2	-0.7	0.1	-1.0
Cc1ccc(OCCN2CCOCC2)cc1C	2.2	2	1.1	3	0.4	5	3	-1.2	2.9	0.2	1.1
CN(C)c1ccc(C(CNC(=O)c2ccccc2Br)c2c[nH]c3ccccc23)cc1 (stereo unspecified)	3.4	1	1.1	2	-0.1	0	-2	-0.4	-0.6	0.5	0.8
CCOC(=O)CN1C(=O)C(=O)N(Cc2cccc(C)c2)C1=O	-0.2	-4	-0.5	2	0.4	0	11	-1.2	0.1	-0.2	-1.1
CCOC(=O)N1CCN(C(=O)CCCCn2c(=S)[nH]c3ccsc3c2=O)CC1	-0.9	-3	-1.6	1	0.0	-2	9	-2.3	-1.4	-0.4	-2.2
CC(C)Cn1c(=O)[nH]c(=O)c2c(C(F)(F)F)cc(-c3ccccc3)nc21	2.0	0	1.2	-8	0.5	-9	-6	-1.8	7.7*	0.1	-0.5
COc1ccc(C)cc1NC(=O)CN1CCCC1c1ccc2c(c1)OCCCO2 (stereo unspecified)	-1.5	-4	-0.1	-4	0.6	-2	-8	-1.4	1.1	-0.6	-1.1
O=C(CSc1nncs1)Nc1cc(S(=O)(=O)N2CCOCC2)ccc1N1CCCC1	-4.4	-2	-1.5	0	0.5	0	-8	-1.4	0.1	-0.2	-0.9
CCN(c1ccccc1)S(=O)(=O)c1ccc(C(=O)Nc2cc(C)ccn2)cc1	-2.4	-2	-1.2	0	0.1	1	-6	-1.3	2.1	0.1	-3.3
CN(Cc1ccccc1)S(=O)(=O)c1cccc(C(=O)OCc2ccc(C(F)(F)F)cc2)c1	1.0	-1	.	2	0.4	5	-3	-1.1	.	-1.4	0.6
Cc1ccc2c(c1)[C@@H]1[C@H](CO2)[C@H](c2ccccc2)[C@@]2(C)C(=O)N[C@H](C)C(=O)N12	-0.9	1	0.4	-5	0.1	-4	-3	-1.1	0.1	0.6	-1.2
CN(C)/C=N/c1nc2nccc(-c3cccc(Cl)c3)n2n1	-0.1	-1	1.0	0	15*	-3	-2	-0.5	1.3	0.3	-1.7
Cc1noc(C)c1S(=O)(=O)N1CCCC(C(=O)NCC2CCCO2)C1 (stereo unspecified)	2.8	-10	0.6	1	0.0	5	11	-0.6	-2.3	-0.9	0.3
O=C(N[C@@H]1CC[C@@H](CCNC(=O)C2CCOCC2)O[C@@H]1CO)c1ccncc1	-1.1	-6	.	5	-0.9	1	14	-0.7	.	0.4	0.2
COCC(C)NC(=O)COc1ccc(Cl)cc1Cl (stereo unspecified)	-2.4	-6	-0.8	3	0.2	0	1	-1.4	0.3	-0.4	-2.2
Cc1ccc(CSc2nc3c(c(=O)[nH]2)C(c2ccncc2)C2=C(CCCC2=O)N3)cc1 (stereo unspecified)	0.0	-3	1.1	0	0.8	3	-7	-0.9	-1.0	-0.6	-0.3
Cc1c(C(=O)Nc2ccccc2-c2ccccc2)cccc1[N+](=O)[O-]	2.4	3	0.6	-3	0.5	-6	3	-1.4	-0.7	-0.6	-1.5
O=C(OCC(O)CO)c1ccccc1Nc1ccnc2cc(Cl)ccc12 (stereo unspecified)	-4.3	-2	0.1	-4	0.3	7	3	-1.4	2.1	0.2	-1.4
O=C(CN1C(=O)CCC1=O)Nc1nc(-c2ccc(Oc3ccccc3)cc2)cs1	-0.2	-3	0.4	1	-0.5	-5	-14	-1.9	2.0	-0.1	-2.2
CCCCNc1nnc(SCC(=O)N2CCN(S(=O)(=O)c3ccc4ccccc4c3)CC2)s1	-4.8	-1	-1.6	-1	0.7	-14	-32	-1.4	-4.0	-0.9	-2.7

Some of these compounds in order of their number in hcDAF-12 act, descending.
Compound	SMARCA2 act	DAX1 inh-1	NPR1 activator	KLK7 zymogen act	GC-B act	sPLA2-III inh	ssDAF12 agonist	DAX1 inh-2	hcDAF-12 act
Cc1noc(C)c1S(=O)(=O)N1CCCC(C(=O)NCC2CCCO2)C1 (stereo unspecified)	-10	0.6	1	0.0	5	11	-0.6	-0.9	0.3
O=C(OCC(O)CO)c1ccccc1Nc1ccnc2cc(Cl)ccc12 (stereo unspecified)	-2	0.1	-4	0.3	7	3	-1.4	0.2	-1.4
O=C(CN1C(=O)CCC1=O)Nc1nc(-c2ccc(Oc3ccccc3)cc2)cs1	-3	0.4	1	-0.5	-5	-14	-1.9	-0.1	-2.2
